# thrombin 1536 = inhibitors of human thrombin. alpha-thrombin, Boc-VPR-AMC fluorogenic substrate cleavage. inhibition, % at 5 µM. 0.26% of 220,000 active;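 active = inhibition at or above 40%; inactive = inhibition below 40%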;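 note: 0% = enzyme with no compound and 100% = wells without enzyme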
#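 Material: human alpha-thrombin protein; Also added: Boc-VPR-AMC substrate, 15 µM final; Timing: enzyme reaction carried out at room temperature; Signal: fluorescence, ex 355 nm, em 460 nm; Measure: % inhibition of thrombin; Controls: enzyme without compound as high, wells lacking enzyme as low.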
# 14-3-3 Bad PPI = disrupts binding of bovine 14-3-3 zeta to phospho-Bad peptide | P63103 | TR-FRET 14-3-3zeta/Dy647-pBad peptide displacement, 1 h | inhibition, % at 21.7 µM | 0.71% of 220,000 active | AID 781;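 active = inhibition above about 70%, limit read from the data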;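 note: 0% = full 14-3-3 plus peptide FRET controls and 100% = background without 14-3-3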
# Target sequence (P63103 whole entry, looked up): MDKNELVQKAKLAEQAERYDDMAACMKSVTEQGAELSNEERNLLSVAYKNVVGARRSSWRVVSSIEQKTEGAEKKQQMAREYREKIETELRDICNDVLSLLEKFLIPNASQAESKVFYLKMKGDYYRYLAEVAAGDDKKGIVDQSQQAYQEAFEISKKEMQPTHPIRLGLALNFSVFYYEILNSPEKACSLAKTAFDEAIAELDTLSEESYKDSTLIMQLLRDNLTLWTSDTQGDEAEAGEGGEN
# FXIa inh 1536 = factor XIa (human) inhibition; purified FXIa, Boc-Glu-Ala-Arg-AMC fluorogenic substrate; inhibition, % at 5 µM; 0.14% of 220,000 active; AID 798;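 active = inhibition of at least 40%; inactive = inhibition below 40%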;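 note: fluorescence of freed AMC excited at 355 nm; 0% = enzyme without compound and 100% = no enzyme blank; many of its hits are not listed in these tables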
# KLK5 inh = blocks human kallikrein 5 protease activity | recombinant hK5, fluorogenic AMC substrate cleavage | 0.59% of 210,000 active | AID 873 | inhibition, % at 5 µM;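 active = inhibition of 40% or more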;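 note: 0% = enzyme controls without compound and 100% = no-enzyme blanks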
# Target sequence (Q9Y337 67-293 limits assumed): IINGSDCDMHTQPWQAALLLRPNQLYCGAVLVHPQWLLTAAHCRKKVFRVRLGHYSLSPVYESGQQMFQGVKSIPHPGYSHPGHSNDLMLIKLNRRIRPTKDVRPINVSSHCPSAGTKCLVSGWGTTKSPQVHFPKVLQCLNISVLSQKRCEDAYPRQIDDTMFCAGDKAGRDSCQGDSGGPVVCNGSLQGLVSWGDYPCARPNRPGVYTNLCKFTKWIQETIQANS
# Hck-Nef inh = inhibitors of human Hck kinase activated by Nef; P08631; Recombinant Hck-YEEI plus Nef, Z-Lyte FRET kinase assay; inhibition, % at 20 µM; 0.68% of 220,000 active; AID 463187;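 active = Hck-Nef kinase inhibition above about 50%, limit read from the data; inactive = inhibition below that limit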;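 note: 0% = DMSO with Hck plus Nef and 100% = Hck alone without Nef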
# Target sequence (P08631 whole entry, looked up): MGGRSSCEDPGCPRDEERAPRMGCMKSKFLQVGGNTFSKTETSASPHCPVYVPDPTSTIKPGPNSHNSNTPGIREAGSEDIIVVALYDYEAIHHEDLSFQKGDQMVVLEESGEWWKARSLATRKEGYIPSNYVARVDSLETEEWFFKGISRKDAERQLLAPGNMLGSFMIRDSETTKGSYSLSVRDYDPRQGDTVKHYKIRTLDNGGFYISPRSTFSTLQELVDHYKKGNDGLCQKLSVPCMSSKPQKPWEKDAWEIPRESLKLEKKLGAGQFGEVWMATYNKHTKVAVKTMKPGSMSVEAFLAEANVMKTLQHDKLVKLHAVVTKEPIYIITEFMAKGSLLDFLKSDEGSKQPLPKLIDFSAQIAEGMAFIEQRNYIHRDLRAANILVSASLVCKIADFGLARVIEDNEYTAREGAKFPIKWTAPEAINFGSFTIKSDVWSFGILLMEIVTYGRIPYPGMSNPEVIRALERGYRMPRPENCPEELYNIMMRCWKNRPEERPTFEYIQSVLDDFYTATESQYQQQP
# Runt-SMMHC FRET = blocks binding of human RUNX1 Runt domain to CBFb-SMMHC | Cerulean-Runt/Venus-CBFb-SMMHC FRET ratio 530/480, 1 h | 0.74% of 220,000 active | Q01196+Q13951 | inhibition, % at 20 µM;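 active = mean inhibition across duplicate retests at 20 µM reaching about 50%, limit read from the data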;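 note: 0% = DMSO wells and 100% = wells with excess untagged CBFb-SMMHC; inhibitors lower the FRET ratio by blocking Runt binding to CBFb-SMMHC; some results filed as inactive read as strong as hits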
# FXIIa inh = blocks human coagulation factor XIIa protease activity | 0.3% of 220,000 active | AID 800 | purified FXIIa, Boc-QGR-AMC fluorogenic substrate, 2 h | inhibition, % at 5 µM | P00748; in the data active = inhibition above about 40%;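 note: 0% = enzyme with no compound and 100% = blank without enzyme; many of its hits are not listed in these tables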
# Wee1 degr inh = blocks degradation of human Wee1 kinase. 1.2% of 220,000 active. HeLa Luc-Wee1K328M stability, luciferase luminescence; 100% = proteasome inhibitor MG132 effect. P30291. reporter increase, % at 5 µM;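 active = activation above the mean of all tested compounds plus 3 SD, set per screening run, cut at about 8.8% in these data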;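 note: cells exposed to compound for 20 h before luminescence read; 0% = DMSO alone and 100% = MG132 at 30 µM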
# Runt-CBFb FRET = Runt domain-CBFb interaction inhibition | inhibition, % at 20 µM | 0.46% of 220,000 active | Cerulean-Runt/Venus-CBFb FRET ratio 530/480, 1 h | Q01196+Q13951 | AID 1496;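 active = inhibition over about 50% at 20 µM in the single-dose screen, limit read from the data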;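 note: 0% = DMSO wells and 100% = excess unlabeled CBFb competitor control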
#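 Assay system: Cerulean-tagged RUNX1 Runt domain (FRET donor) fusion protein / Amount: 100 nM each of Venus-CBFb and Cerulean-Runt domain / Medium: Tris buffer pH 7.5 with salts and BSA / Also added: Venus-CBFb 100 nM / Schedule: 1 h complex formation plus 1 h compound treatment, room temperature / Signal: FRET fluorescence / Read-out: loss of energy transfer signal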
# * = called active by the depositor; nt = not tested or not shown; [ ] = dose if it differs, or a comment.
# Second line of a record: thrombin 1536	14-3-3 Bad PPI	FXIa inh 1536	KLK5 inh	Hck-Nef inh	Runt-SMMHC FRET	FXIIa inh	Wee1 degr inh	Runt-CBFb FRET
- CCOc1ccc(/C=N/NC(=O)C(=O)NCc2ccco2)cc1
→ -16.5	3.2	3.0	-2.2	3.0	-0.9	5.6	-2.0	2.2
- CCN(CC)S(=O)(=O)c1ccc(OC)c(NC(=O)c2ccc([N+](=O)[O-])cc2)c1
→ 1.2	-11.4	0.1	3.9	-6.1	-1.9	nt	-1.6	-4.0
- CCc1ccc(C(O)(c2ccccc2OC)C(CN2CCOCC2)c2ccccc2)cc1 (centres undefined)
→ -1.1	-2.8	-5.1	-15.3	-3.9	1.5	0.0	0.9	-2.5
- NC1=NC[C@H](Cc2ccccc2)N1CCc1cc(C(F)(F)F)cc(C(F)(F)F)c1
→ -9.4	-1.9	-3.5	0.2	25.2	2.6	7.4	nt	-0.2
- Cc1nc(SC2CC(=O)N(c3cc(Cl)cc(Cl)c3)C2=O)nc2c1CCCC2 (centres undefined)
→ -4.5	1.7	-6.9	0.8	-21.9	1.0	5.3	-2.2	4.4
- CCCCc1nccn1CCn1ccnc1CCCC
→ -0.8	45.8	6.0	5.8	1.6	-0.4	14.1	-0.9	0.5
- Cc1cc(C)c(NC(=O)C2=CCN(S(=O)(=O)c3ccc(F)cc3)CC2)c(C)c1
→ -0.6	-1.8	-0.5	-10.4	-4.3	0.8	3.8	5.4	-0.1
- CCCCNC(=O)N1CCN(C(=O)C2CCCO2)CC1 (centres undefined)
→ 5.1	12.7	-2.5	-4.4	-2.7	2.2	5.8	-1.6	-0.1
- COc1ccc(CC(=O)Nc2nc(C)cs2)cc1OC
→ 3.6	-6.5	6.9	-5.6	0.7	-0.2	25.1	-0.2	-2.9
- CCOC(=O)c1ccc(Nc2sc(C(=O)c3cccc([N+](=O)[O-])c3)c(N)c2C#N)cc1
→ -4.8	53.5	-13.3	30.3	17.0	3.7	3.7	5.2	-5.3
- O=C(CSc1nnc(COc2ccccc2F)n1-c1ccccc1)NCc1ccco1
→ 3.0	-7.4	8.0	-2.1	-2.1	-5.6	16.3	-2.0	0.3
- Cc1ccccc1NC(=S)NCC(c1cccnc1)N1CCOCC1 (centres undefined)
→ -6.0	-6.5	0.9	-4.7	-1.1	0.3	6.0	1.5	-3.3
- COc1ccc(NC(=O)CN2CCN(c3ccc(F)cc3)CC2)cc1Cl
→ -22.0	10.5	4.0	-1.4	0.6	0.9	1.5	-2.1	1.8
- N=c1oc2ccccc2cc1-c1nc2ccccc2c(=O)[nH]1
→ 3.3	10.1	-1.9	-9.7	7.0	-8.8	5.7	-3.2	0.5
- CC(=O)c1nnn(-c2cccc([N+](=O)[O-])c2)c1C
→ 1.6	-11.3	4.1	6.2	23.8	-1.5	12.7	-0.8	0.4
- COc1ccc(-c2cn3cccc(C)c3n2)cc1F
→ 13.3	-2.8	31.6	40.8*	17.3	-3.0	21.4	3.0	0.1
- COc1cc(C(=O)Oc2ccccc2/C=N/NC(=O)c2ccc(C)cc2)cc(OC)c1OC
→ -0.6	0.2	5.2	-9.0	1.8	-3.2	0.4	4.1	-1.8
- Cc1cccc(C(C)C)c1NC(=O)COC(=O)COc1ccc2c(C)cc(=O)oc2c1
→ -14.5	6.0	7.9	-9.0	0.6	-2.3	10.9	-2.0	-0.3
- CC(=O)Nc1ccc(NC(=O)CCCN2C(=O)c3ccccc3C2=O)cc1
→ -0.2	-4.1	1.1	2.1	1.8	-3.1	12.1	-1.6	-0.8
- CNC(=S)N/N=C1\CC(c2ccccc2)Oc2ccccc21 (centres undefined)
→ 2.6	-11.6	-0.6	-3.4	4.8	3.1	6.9	0.3	4.2
- C=CCNC(=O)/C(C#N)=C/c1ccccc1Cl
→ -2.8	-7.5	-2.9	-4.8	9.8	-1.2	2.9	-1.1	1.2
- COC(=O)[C@@H](NC(=O)NCc1cccc(OC)c1)C(C)C
→ -11.6	2.2[fluorescence artefact?]	-5.3	-33.7	-0.2	-2.8	-5.3	-2.6	0.0
- CC(=O)N1CCN(Cc2nc3cc(NS(C)(=O)=O)ccc3n2C)CC1
→ 0.8	5.8	-3.5	5.3	5.9	1.6	13.8	-0.4	-0.5
- CCOC(=O)N1N=C(CC)CC1(O)C(F)(F)F (centres undefined)
→ 0.5	-1.1	11.3	-9.8	7.6	-0.6	22.4	1.7	-0.6
- CCOC(=O)CCNCc1ccc(F)cc1
→ 4.5	5.4	-3.2	12.3	23.5	2.4	3.4	0.9	0.2
- COc1ccc(C(=O)N2CCc3cc(OC)c(OC)cc3C2c2cccc([N+](=O)[O-])c2)cc1OC (centres undefined)
→ 5.2	1.7	7.3	-24.9	0.0	-4.0	11.2	-0.1	-6.3
- CC(NC(=O)c1ccccc1)c1ccc(Br)cc1 (centres undefined)
→ 2.2	0.0	-0.4	-3.5	-18.6	-1.3	9.9	0.8	-0.9
- COc1ccc(C(=O)C2CCN(C(=S)NCCc3ccc(OC)c(OC)c3)CC2)cc1
→ -10.8	2.2	-5.3	4.1	15.7	-5.2	1.6	-0.2	0.2
- CCC(C)OC(=O)C1=C(C)O[C@]23OC(N)=C(C#N)[C@]12C(=O)c1ccccc13 (some centres undefined)
→ 2.4	8.7	9.7	-5.3	12.6	0.2	20.9	-1.7	1.0
- Cn1c(SCC(=O)Nc2ccc3c(c2)OCO3)nnc1-c1cnccn1
→ -1.2	-5.0	1.2	-8.9	0.0	-3.8	-9.9	-2.7	0.3
- CC(=O)OCCCn1c(C)[n+](C)c2cc(Cl)c(Cl)cc21
→ -0.5	30.2	-5.2	-0.7	11.3	6.2	4.6	-0.3	-15.0
- CC1CCN(S(=O)(=O)c2cn(C)c(=O)n(C)c2=O)CC1
→ -6.5	5.9	-1.1	-25.0	-1.4	3.3	2.7	0.8	1.2
- O=C(O)CC1(CC(=O)Nc2cc3ccccc3cn2)CCCCC1
→ -2.0	-0.8	-0.3	1.1	12.4	-2.0	6.5	-0.1	-0.5
- CCCCn1c(O)c(C(CC)=Nc2ccc3c(c2)CCC3)c(=O)[nH]c1=O
→ -3.0	1.1	-9.4	-10.5	-0.4	5.4	8.7	-1.3	-2.0
- CCOC(=O)c1c(-c2ccc(C)o2)csc1NC(=O)CSc1nncs1
→ 3.8	-17.4	2.8	-4.9	1.1	20.9	11.0	1.9	39.5
- COc1ccc(CN2CCn3ncc(C(=O)Nc4ccc(Cl)cc4Cl)c3C2=O)cc1
→ -0.7	12.1	-10.0	-5.8	1.0	-5.3	-3.8	0.0	-0.4
- Nc1cc(C(=O)O)c(Oc2ccc(Cl)cc2Cl)cc1C(=O)O
→ -1.7	7.0	6.1	-12.0	5.9	0.9	6.3	1.2	0.9
- Cc1cc(C(=O)NC2=NCCS2)cs1
→ -5.2	8.8	4.8	12.9	19.0	-8.9	11.3	1.8	-3.8
- CCC(=O)Nc1cccc(-n2nnnc2SCC(=O)NCc2ccco2)c1
→ 4.8	-3.3	6.9	-5.3	5.4	3.5	17.6	0.7	0.5
- CCSc1n[nH]c2nc3c(c(=O)n12)C1(CCCCC1)Cc1ccccc1-3
→ -1.8	-2.3	0.3	1.5	10.7	36.7	2.2	2.5	20.5
- CCn1c(=O)c(C(=O)CN2CCc3ccccc32)c(N)n(Cc2ccccc2)c1=O
→ -7.7	-8.5	6.0	-7.1	2.7	-2.4	15.1	-1.2	-2.2
- CCN(CC)S(=O)(=O)c1cc(NC(=O)C(C)N(C)CC(=O)Nc2c(C)cccc2C)ccc1C (centres undefined)
→ 3.6	-19.4	8.4	-3.2	1.2	0.6	11.5	1.3	-4.4
- CCOc1ccc(N=Nc2c(=O)[nH]n3c(C)cc(C)nc23)cc1
→ 3.3	-2.8[fluorescence artefact?]	-0.2	0.9	1.5	-16.8	13.3	-1.1	-10.0
- O=C(Nc1ncc(Cc2ccccc2Cl)s1)C1=NCCN1
→ -1.8	-4.0	2.9	-60.3	5.1	-0.4	8.0	-2.2	0.0
- O=[N+]([O-])c1ccc(CN2C=NS(=O)(=O)c3ccccc32)cc1
→ 9.9	3.7	28.8	24.4	-5.6	0.8	18.6	-3.3	2.0
- COc1cc(C(=O)OCC(=O)NC(=O)C2CCCCC2)ccc1OC(F)F
→ 2.8	-8.1	4.6	16.6	20.9	-1.5	9.5	9.8*	-0.1
- Cc1c(NC(=O)NC(C)N2C(=O)C3C4C=CC(C4)C3C2=O)c(=O)n(-c2ccccc2)n1C (centres undefined)
→ -3.8	3.8	-4.0	-7.3	0.8	-1.1	-1.3	0.9	0.0
- C/C(=N\NC(=O)CC(C)C)c1c(C(F)(F)F)[nH]n(-c2nc3ccccc3s2)c1=O
→ 1.6	-19.1	5.0	-18.5	15.5	3.3	8.8	-1.9	1.0
- CCCCNC(=O)CN(c1cc(C(F)(F)F)ccc1Cl)S(C)(=O)=O
→ -7.3	-7.2	-1.4	-2.2	2.2	2.2	7.4	0.0	-1.4
- CCc1nnc(NC(=O)c2ccc(-c3ccc(Cl)cc3)o2)s1
→ 0.6	7.2	-0.1	-4.3	6.7	-24.0	6.2	-0.9	-0.9
- Cc1cc(C)c(-n2nnnc2SC(C)C)c(C)c1
→ -2.9	-1.3	5.3	-16.9	2.4	-2.4	10.6	3.6	-2.5
- COC(=O)C(O)(CC(=O)Nc1cc(OC)c(OC)c(OC)c1)C(F)(F)F (centres undefined)
→ -3.0	-0.2[fluorescence artefact?]	2.3	-11.8	-4.4	-0.2	6.3	0.5	0.5
- Cc1nc2sc(C(c3ccco3)N3CCOCC3)c(O)n2n1 (centres undefined)
→ 3.0	-5.8[fluorescence artefact?]	7.5	-8.2	5.3	17.6	14.7	1.6	44.7
- O=[N+]([O-])c1nn(-c2ccccc2)[n+]([O-])c1N1CCN(c2ccccc2F)CC1
→ 3.1	-10.2	-2.6	4.0	-3.8	0.9	5.9	-2.1	nt
- N#C/C(=C\c1cn(CCOc2ccccc2)c2ccccc12)C(=O)NCc1ccco1
→ -2.4	-2.2	10.4	1.6	1.6	-9.5	1.4	1.8	-17.6
- O=C(O)C1CCCCC1C(=O)NCCc1ccncc1 (centres undefined)
→ 3.2	72.3*	1.4	-5.0	-6.2	-0.4	-2.9	0.1	-0.7
- COc1ccc(N=C2SC(CC(=O)Nc3ccccc3)C(=O)N2CC2CCCO2)cc1 (centres undefined)
→ -3.0	0.0	3.7	0.1	-2.7	4.0	5.2	-3.5	-2.0

# 2 records picked at random from the list so far:
# Second line of a record: thrombin 1536	14-3-3 Bad PPI	FXIa inh 1536	KLK5 inh	Hck-Nef inh	Runt-SMMHC FRET	FXIIa inh	Wee1 degr inh	Runt-CBFb FRET
- COC(=O)C(O)(CC(=O)Nc1cc(OC)c(OC)c(OC)c1)C(F)(F)F (centres undefined)
→ -3.0	-0.2[fluorescence artefact?]	2.3	-11.8	-4.4	-0.2	6.3	0.5	0.5
- Cc1nc2sc(C(c3ccco3)N3CCOCC3)c(O)n2n1 (centres undefined)
→ 3.0	-5.8[fluorescence artefact?]	7.5	-8.2	5.3	17.6	14.7	1.6	44.7

# Rows were taken by chance; about 4.2% have a hit in one of these screens.
